Source: PubChem BioAssay
TDP1 inh = blocks human tyrosyl-DNA phosphodiesterase 1 | Q9NUW8 | recombinant TDP1, AlphaScreen DNA substrate cleavage | Potency, µM (series often up to 130 µM), inactives show at the highest dose activity change, negative = inhibition, most hits filed as inhibitors | actives 0.28% (n = 350,000) | AID 485290; further: nearly all actives have a fitted effect of over 40% in size
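Compounds were preincubated with Tdp1 (1 nM final) for 15 min at room temperature before substrate (15 nM final) started a 5 min reaction; beads (10 ug/ml final) were then added for 10 min before AlphaScreen detection.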
DT40 TDP1 no CPT = qHTS for Inhibitors of human tyrosyl-DNA phosphodiesterase 1 (TDP1): qHTS in cells in absence of CPT | Potency, µM (titrated, usually from 46.2 µM), inactives show at the top dose activity change, negative = growth inhibition, actives largely listed as inhibitors | AID 686978, 2013 | actives 15% (n = 420,000) | DT40 Tdp1-/- hTDP1 cells, no CPT, ATP luminescence, 48 h; further: nearly all actives have a fitted effect of over 55% in size
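Stably hTDP1-transfected Tdp1-null chicken DT40 cells were treated with library compounds minus camptothecin and grown for at least 48 hr at 37 °C, after which cellular ATP was quantified by luminescence.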
KAT2A inh = blocks human GCN5L2 histone acetyltransferase; Q92830; GCN5L2 HAT assay, ThioGlo1 CoA-SH fluorescence; Potency, µM (highest dose often 58.9 µM), inactives show at the top dose activity change, negative = inhibition, most hits filed as inhibitors; actives 0.21% (n = 390,000); AID 504327
Target sequence (Q92830 whole entry, looked up): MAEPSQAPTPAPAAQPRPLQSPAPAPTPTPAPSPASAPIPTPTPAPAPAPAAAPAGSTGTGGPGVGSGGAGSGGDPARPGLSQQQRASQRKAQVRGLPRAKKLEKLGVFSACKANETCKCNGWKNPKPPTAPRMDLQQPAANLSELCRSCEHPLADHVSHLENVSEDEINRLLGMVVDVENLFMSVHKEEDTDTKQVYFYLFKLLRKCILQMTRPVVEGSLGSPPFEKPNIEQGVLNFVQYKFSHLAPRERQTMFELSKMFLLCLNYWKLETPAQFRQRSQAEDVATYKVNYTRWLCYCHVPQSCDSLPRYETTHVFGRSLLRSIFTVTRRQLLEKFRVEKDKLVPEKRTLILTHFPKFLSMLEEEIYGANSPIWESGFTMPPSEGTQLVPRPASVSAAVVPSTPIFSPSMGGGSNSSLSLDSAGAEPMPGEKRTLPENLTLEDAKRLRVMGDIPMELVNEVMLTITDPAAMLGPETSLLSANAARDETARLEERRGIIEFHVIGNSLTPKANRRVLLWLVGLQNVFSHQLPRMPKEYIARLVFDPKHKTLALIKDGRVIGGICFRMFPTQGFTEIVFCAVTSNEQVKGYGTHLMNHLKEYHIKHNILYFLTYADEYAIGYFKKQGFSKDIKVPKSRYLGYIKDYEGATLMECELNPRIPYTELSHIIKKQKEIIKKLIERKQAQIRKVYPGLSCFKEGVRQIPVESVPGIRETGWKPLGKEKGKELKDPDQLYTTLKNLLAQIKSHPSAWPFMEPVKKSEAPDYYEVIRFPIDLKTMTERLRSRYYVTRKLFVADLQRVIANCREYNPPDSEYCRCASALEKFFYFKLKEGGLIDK
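Preincubate 20nM GCN5L2 with compound 15 min, RT → add 50uM ThioGlo1 + 75uM H3(1-25) + 70uM acetyl-CoA → read fluorescence 0 and 20 min. Primary qHTS; fluorescent artifacts likely.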
An asterisk follows results filed as active; ? = inconclusive; nt = not tested or not shown; [ ] = another dose, or the depositor's remark. The call rests on the fitted dose curve; in most records, active means well fitted curve in the direction sought with a large enough effect; inconclusive means small, poorly fitted or top-dose-only effect, or another doubt; inactive means no such curve, though single readings can be large; an effect the other way counts as inactive or inconclusive. On the % scale 0 is the no-effect control and ±100 the full control effect; potency means the concentration at half of the fitted maximal effect. The list is partial; count on the stated rates, not on these rows.

Value order: TDP1 inh	DT40 TDP1 no CPT	KAT2A inh
Cc1cccc(CN2C(=O)c3ccccc3S(=O)(=O)c3ccc(C(=O)NC4CCCCC4)cc32)c1
  0.0%	-14.7%	-3.5%
COC(=O)c1ccc(OCC2c3cc(OC)c(OC)cc3CCN2C(=O)c2ccc(OC)cc2)cc1 (stereo unspecified)
  10.4%	?	0.9%
COC(=O)c1c(NC(=O)C(=O)NCC2CCCO2)sc2c1CC(C)(C)OC2 (stereo unspecified)
  4.9%	-9.2%	-6.2%
O=C(NCCCN1CCOCC1)C(=O)N/N=C/c1cccc2ccccc12
  nt	-5.3%	-1.0%
O=C(CNC(=O)C(c1ccccc1)c1ccccc1)OCc1ccccc1
  1.2%	-8.1%	-1.5%
CCSc1nnc(NC(=O)NC2CCCCC2)s1
  2.5%	-27.4%	-8.3%
COc1ccc(-c2nc3c4ccccc4ccn3c2CN2CCOCC2)cc1OC
  nt	?	-5.2%
COC(=O)[C@@H](NC(=O)Nc1ccc(C(C)=O)cc1)C(C)C
  0.0%	-13.8%	-2.6%
COc1cc(/C=N/NC2=NCCCCC2)ccc1O
  2.4%	-7.9%	2.7%
CCOC(=O)N1CCN(C(=O)C2CC(c3ccccc3OC)=NO2)CC1 (stereo unspecified)
  5.1%	-0.8%	-4.6%[0.501 µM]

Among those listed so far, 4 contain an aryl methoxy group:
Value order: TDP1 inh	DT40 TDP1 no CPT	KAT2A inh
COC(=O)c1ccc(OCC2c3cc(OC)c(OC)cc3CCN2C(=O)c2ccc(OC)cc2)cc1 (stereo unspecified)
  10.4%	?	0.9%
COc1ccc(-c2nc3c4ccccc4ccn3c2CN2CCOCC2)cc1OC
  nt	?	-5.2%
COc1cc(/C=N/NC2=NCCCCC2)ccc1O
  2.4%	-7.9%	2.7%
CCOC(=O)N1CCN(C(=O)C2CC(c3ccccc3OC)=NO2)CC1 (stereo unspecified)
  5.1%	-0.8%	-4.6%[0.501 µM]

The list goes on:
Value order: TDP1 inh	DT40 TDP1 no CPT	KAT2A inh
CC(=O)c1cc(-c2ccc(F)cc2)n(CC(=O)NC(C)c2ccccc2)c1C (stereo unspecified)
  0.9%	?	-1.2%
COc1ccc2[nH]c3c4c(ccc3c2c1)C(=O)C=CC4=O
  5.0%	0.259µM*	-1.2%
C/C(=N\OC(=O)c1ccccc1F)c1nccs1
  3.9%	6.2%	-3.3%
COc1ccc(Oc2coc3c(CN4CCOCC4)c(O)ccc3c2=O)cc1
  7.8%	1.3%	-13.7%
COCCn1nnnc1C(c1ccccn1)N1CCN(c2cc(C)ccc2C)CC1 (stereo unspecified)
  7.1%	?	2.9%
Cc1ccc(C(=O)COc2ccccc2C(=O)Nc2ccccc2)cc1
  3.2%	?	-3.7%
CC(C)(C)c1ccccc1NC(=O)c1ccc2c(c1)SC1=NS(=O)(=O)CCN12
  3.7%	?	-7.0%
O=C(Nc1ccccc1)Nc1nnc(SCc2ccc(Cl)cc2)s1
  0.0%	-21.9%	-5.8%
Cc1cc(SCc2ccccc2F)nc(=O)[nH]1
  -2.5%	8.0%	-3.3%
CCN(c1ccccc1)S(=O)(=O)c1ccc(F)cc1C
  -9.3%	?	-6.0%

Compound profiles, from the list above. Order of screens: TDP1 inh, DT40 TDP1 no CPT, KAT2A inh
Profile of O=C(NCCCN1CCOCC1)C(=O)N/N=C/c1cccc2ccccc12 : nt, -5.3%, -1.0%
Profile of CC(C)(C)c1ccccc1NC(=O)c1ccc2c(c1)SC1=NS(=O)(=O)CCN12 : 3.7%, ?, -7.0%

Following part:
Value order: TDP1 inh	DT40 TDP1 no CPT	KAT2A inh
O=C(CSc1nc2cccnc2n1Cc1ccccc1)N1CCCC1
  5.9%	?	-5.6%
O=C(CSc1nc2ccccc2c(=O)n1-c1ccccc1F)NC1CC1
  1.2%	?	2.1%
CCc1ccccc1N(CC)C(=O)c1cc2c(s1)-c1ccccc1OC2
  -12.7%	nt	-4.3%
CCOc1ccc(CNC(=O)CCS(=O)(=O)c2cc3c(cc2Cl)NC(=O)CO3)cc1OC
  5.0%	-1.8%	-8.5%
O=C(COc1ccc2ccccc2c1Br)N1CCCCC1
  -0.2%	2.6%	-0.7%
N#Cc1ncc(Cl)c2ccccc12
  -1.3%	1.9%	-1.6%
Cc1ccc(-c2c(C(=O)N/N=C/c3ccncc3)nnn2-c2nonc2N)cc1
  -0.5%	-5.5%	-3.6%
COc1ccc(NC2CCCN(C(=O)CCc3ccccc3F)C2)cc1 (stereo unspecified)
  13.6%	-0.5%	-0.6%
Cc1noc(C)c1COc1ccc(C(=O)N2CCN(S(=O)(=O)c3ccc(Cl)cc3)CC2)cc1
  -3.2%	8.3%	-8.0%
COc1ccc(C(=O)Nc2ccc(CN3CCOCC3)cc2)cc1Br
  nt	-2.8%	-15.7%

Continuation:
Value order: TDP1 inh	DT40 TDP1 no CPT	KAT2A inh
Clc1cccc(Cl)c1CN1CCN(c2ncccn2)CC1
  nt	?	0.0%
N#Cc1c(-c2ccccc2)c(-c2ccccc2)n[nH]c1=O
  nt	-17.4%	-12.7%
COc1ccc(C(=O)NC(=S)NNC(=O)c2ccc3ccccc3n2)cc1
  -11.9%	18.4µM*	-3.6%
CS(=O)(=O)Nc1ccccc1C(=O)Nc1ccccc1Cl
  2.5%	-14.5%	-4.1%
Cc1cc(OCC(=O)NCC(C)C)cc(C)c1Br
  6.0%	-21.5%	-23.5%
O=c1[nH]c(/C=C\c2cccc(C(F)(F)F)c2)nc(O)c1[N+](=O)[O-]
  nt	-6.9%	2.4%
C=CCN1C=C2C(=O)C(C)(OC(=O)CCc3ccccc3)C(=O)C=C2C=C1c1ccc(C#N)cc1 (stereo unspecified)
  3.8%[12.3 µM]	?	-17.1%
CN(C)c1ncc2nc(-c3ccccc3)c(=O)n(Cc3cccs3)c2n1
  nt	10.5%	-9.6%
Cc1cnc(NC(=O)c2nn(C)cc2[N+](=O)[O-])s1
  6.0%	-9.5%	-5.7%
O=C(CN(C(=O)c1csnn1)c1ccccc1F)NCc1ccccc1
  2.1%[0.0935 µM]	-4.5%	-2.9%

Next compounds follow.
Value order: TDP1 inh	DT40 TDP1 no CPT	KAT2A inh
Cc1ccc(N2CN(Cc3ccco3)CNC2=S)cc1
  2.5%	-1.4%	-3.3%
CCn1c(SCC(=O)Nc2cc(C)on2)nnc1-c1cccc(C)c1
  nt	-25.9%	-4.2%
Cc1ccc(NC(=O)C2CC(=O)N/C(=N/N=C/c3ccco3)S2)cc1 (stereo unspecified)
  2.6%	1.3%	21.7%
CC(NC(=S)Nc1c(Cl)cccc1OC(F)F)C(C)(C)C (stereo unspecified)
  -1.9%	2.6%	-2.9%
CCOc1ccc(Nc2nc(N)c([N+](=O)[O-])c(N3CCN(CC)CC3)n2)cc1
  nt	-18.3%	10.9%
COC(=O)c1sc2ccccc2c1NC(=O)c1cccs1
  0.0%	-6.8%	1.2%
O=C(CSc1nc(-c2ccccc2F)nc2nc[nH]c12)Nc1c(Cl)cc(Cl)cc1Cl
  -2.7%	nt	0.3%
COc1ccc(NC(=O)CNC(=O)c2ccc([N+](=O)[O-])cc2)cc1
  11.0%	13.2%	17.0%
CCOC(=O)/C(C#N)=C1\C(=O)N(Cc2ccccc2)c2ccccc21
  nt	9.2µM*	-18.0%
Nc1cc(Cl)ccc1C(=O)OCC(=O)NCc1cccs1
  -7.2%	?	-1.8%

(cont.)
Value order: TDP1 inh	DT40 TDP1 no CPT	KAT2A inh
COc1cccc(-c2nnc3sc(-c4ccccc4)nn23)c1
  2.0%	23.1µM*	-3.0%
N#Cc1ccc(C(=O)NNC(=O)c2ccncc2)cc1
  nt	13.6%	-4.2%
COc1ccc(CCN2CCCC(CN(C)Cc3cc(Cl)c(O)c(OC)c3)C2)cc1 (stereo unspecified)
  nt	?	0.6%
CN(CC(=O)Nc1ccc(F)cc1Cl)Cc1cccs1
  2.1%	-0.4%	-5.4%
CCN(CC)S(=O)(=O)c1ccc(C(=O)N2CCN(C3=NS(=O)(=O)c4ccccc43)CC2)cc1
  4.3%	9.6%	-16.2%
Cc1[nH]c2c(C)cccc2c1CN1CCC(CO)(Cc2ccccc2)CC1
  5.6%	?	-0.2%
COc1ccc(Nc2nc(C)cc(C)c2C#N)cc1OC
  -1.2%	-15.3%	-8.1%
CCCn1c(N)c(C(=O)CSc2nnc(-c3ccco3)n2Cc2ccccc2)c(=O)[nH]c1=O
  -2.0%	?	-3.6%
Cc1ccc(/C=N/NC(=O)COc2ccccc2-c2ccccc2)cc1
  0.0%	0.184µM*	3.0%
CCc1ccc(CN2CCC(Oc3ccc(C(=O)NCc4ccccn4)cc3)CC2)o1
  7.2%	?	-8.4%

Next part.
Value order: TDP1 inh	DT40 TDP1 no CPT	KAT2A inh
CCOC(=O)C1=C(C)NC(=S)NC1c1ccc(OC(=O)c2ccco2)cc1 (stereo unspecified)
  0.6%	-25.0%	1.5%
COCc1nnc(SCC(=O)NCc2ccccc2)n1-c1ccccc1
  4.4%	2.0%	6.7%
CCOc1ccc(CN(C)C(=O)c2cccnc2OCC)cc1OC
  5.3%	1.5%	-3.7%
COc1cccc2cc(-c3nc(Nc4cccc(C)c4C)sc3C)c(=O)oc12
  4.4%	?	-14.3%
CCC(=O)NC1Cc2ccccc2C(c2ccccc2)C1 (stereo unspecified)
  8.5%	?	-1.8%
COc1ccc2[nH]cc(C(=O)CN3CCCC(C)(C)C3)c2c1
  nt	-23.3%	-5.2%
O=C1/C(=C/c2ccccc2)CSc2sccc21
  2.0%	?	-1.7%
CCCCOC(=O)c1ccc(OC(=O)c2cccnc2)cc1
  -4.0%	-18.0%	-0.9%
CCCCCCOC(=O)Nc1ccc(S(=O)(=O)Nc2cccc([N+](=O)[O-])c2)cc1
  5.7%	?	-13.4%
O=C(C[n+]1cc(Br)cc2ccccc21)c1ccc(Br)cc1
  nt	?	-17.0%

Next section.
Value order: TDP1 inh	DT40 TDP1 no CPT	KAT2A inh
COc1ccc(-c2nc3cccc(C)n3c2NCc2ccco2)cc1OC
  5.2%	?	?
Cc1cccc(-c2oc3ccccc3c2C#CCCO)c1
  nt	?	-1.0%
CN(C)C(=O)N1CCC(C(=O)N2CCCC(C(=O)c3cccc4ccccc34)C2)CC1 (stereo unspecified)
  nt	?	3.2%
COc1ccc(OCC(=O)N/N=C/c2ccsc2)cc1
  4.4%	-0.2%	-3.9%
Cc1cccc(OCC(=O)Nc2ccc3c(c2)OCO3)c1C
  2.0%	?	-9.1%
Clc1ccc(CSc2nnc(CNc3cccc(Cl)c3)o2)cc1
  -9.1%	?	-19.9%
CC(=O)N1CCN(c2ncnc3sc(-c4ccccc4)cc23)CC1
  2.6%	?	-10.8%
Cn1cccc1C(=O)NC(=O)COC(=O)c1ccc(S(C)(=O)=O)cc1
  -0.1%	-5.9%	-6.1%
CC(=O)c1ccc(OCCCC(=O)NC2CCCCC2C)cc1 (stereo unspecified)
  0.4%	?	-3.0%
CC(=O)N1CCc2cc(Br)cc(S(=O)(=O)CCC(=O)N3CCN(c4ccccc4)CC3)c21
  -2.9%	-4.1%	-3.4%

Later entries:
Value order: TDP1 inh	DT40 TDP1 no CPT	KAT2A inh
CC1CCN(c2ncnc3ccccc23)CC1
  0.0%	23.1µM*	-3.8%
CC(Oc1ccccc1Cl)c1nnc(N)s1 (stereo unspecified)
  0.0%	-4.5%	-4.2%
COC(=O)c1cc(NC(=O)c2ccoc2C)cc(C(=O)OC)c1
  4.3%	?	-11.4%
Cc1ccc(CC2CC(=O)N(C(Cc3ccccc3)C(=O)O)C2=O)cc1 (stereo unspecified)
  0.0%	-11.6%	-5.3%
O=[N+]([O-])c1ccc(C[n+]2ccc(Cc3ccccc3)cc2)cc1
  4.9%	10.3µM*	-16.1%
Cc1nnc(SCC(=O)Nc2cccc(Cl)c2)n1CC1CCCO1 (stereo unspecified)
  nt	0.9%	-2.2%
CC(=O)OC1CC[C@@]2(C)C(CC[C@@]3(C)C2CC=C2C4CC(C)(C)CC[C@]4(C(=O)O)CC[C@@]23C)C1(C)C (stereo partly specified)
  9.6%[56.1 µM]	-4.2%	-2.1%
CCOc1cc(/C=C/C(=O)O)ccc1OCCOc1ccc(F)cc1
  nt	-14.7%	-2.6%
CCn1c(=O)n(CC)c2cc(S(=O)(=O)Nc3ccccc3C)c(C)cc21
  2.3%	-22.6%	-4.5%
Cc1cccc(C)c1NS(=O)(=O)c1ccc2c(c1)NC(=O)CO2
  1.1%	-1.7%	0.0%

The list goes on:
Value order: TDP1 inh	DT40 TDP1 no CPT	KAT2A inh
CCOC(=O)C12CNC(=O)C(C(=O)OCC)(CNC1=O)C2
  -11.1%	1.0%	-1.8%
CC(C)(C)OC(=O)N[C@H](Cc1ccccc1)C(=O)N1CCC(C(=O)O)CC1
  3.2%	-10.0%	-7.4%
COC(=O)c1cn(C(=O)c2cccc(Br)c2)c2ccccc12
  nt	12.3%	-3.8%
COc1cccc(NC(=O)NC2(C(=O)N3CCN(C)CC3)CCCCC2)c1
  9.8%	3.1%	-0.5%
